TPT1 inh: inhibitors of Candida albicans tRNA 2'-phosphotransferase TPT1 | AID 1962 | 0.81% of 300,000 active | recombinant caTPT1, FP RNA substrate dephosphorylation | inhibition, % at 5 µM;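 active = inhibition above the mean of all tested compounds plus 3 SD, set per screening campaign, cut at about 24% in these data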;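 also: plate controls were DMSO alone for no effect and ferristatin control at 100 nM for full effect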
proCasp7 act: counter-screen for procaspase-3 activators: activators of human procaspase-7 | 0.093% of 330,000 active | activation, % at 8.5 µM | recombinant procaspase-7, Ac-DEVD-pNA absorbance 405 nm; D23A/D198A/D206A triple mutant, cannot self-cleave; scale: DMSO 0, 5 µM enzyme 100 | AID 463210 | P55210;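 active = percent activation above the screen-wide mean plus 3 SD, cut at about 25% in these data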
Target sequence (P55210 whole entry D23A/D198A/D206A): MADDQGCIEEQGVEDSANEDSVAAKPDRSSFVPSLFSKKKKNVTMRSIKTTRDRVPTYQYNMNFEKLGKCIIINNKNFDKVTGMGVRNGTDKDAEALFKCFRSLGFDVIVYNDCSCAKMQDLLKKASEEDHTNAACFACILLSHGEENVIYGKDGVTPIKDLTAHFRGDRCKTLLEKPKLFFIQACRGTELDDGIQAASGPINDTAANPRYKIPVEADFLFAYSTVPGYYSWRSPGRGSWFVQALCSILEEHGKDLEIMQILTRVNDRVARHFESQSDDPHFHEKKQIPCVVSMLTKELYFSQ
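System: Procaspase-7 triple mutant (PC-7 D3A); measure: % activation from two-timepoint absorbance difference, scaled to controls; times: 1 h compound preincubation, 2 h substrate cleavage, 25 °C; also added: Ac-DEVD-pNA substrate, 400 µM as added; measured by: Epi-absorbance of released pNA at 405 nm, two timepoints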
Efflux pump inh: blocks antifungal efflux pumps in multiplex yeast assay | S. cerevisiae Candida pump triplex, Nile Red efflux | inhibition, % at 10 µM | 0.44% of 330,000 active | AID 485275;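 active = plate passing quality check with inhibition over a set limit, or well fluorescence over plate mean plus 4 SD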;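 also: Nile Red retained in pooled yeast measured as flow cytometry median fluorescence; 0% = buffer negative control and 100% = Enniatin B positive control; higher means more Nile Red kept so more efflux inhibition; some compounds called inactive have numbers as strong as hits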
proCasp3 act: activators of human procaspase-3 | 0.11% of 330,000 active | activation, % at 8.5 µM | recombinant procaspase-3 D3A, Ac-DEVD-pNA absorbance 405 nm | AID 463141 | P42574;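 active = activation above the mean of all tested compounds plus 3 SD, cut at about 21% in these data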;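 also: 0% = DMSO alone and 100% = DMSO wells spiked with extra 5 µM PC-3 D3A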
Target sequence (P42574 whole entry D9A/D28A/D175A): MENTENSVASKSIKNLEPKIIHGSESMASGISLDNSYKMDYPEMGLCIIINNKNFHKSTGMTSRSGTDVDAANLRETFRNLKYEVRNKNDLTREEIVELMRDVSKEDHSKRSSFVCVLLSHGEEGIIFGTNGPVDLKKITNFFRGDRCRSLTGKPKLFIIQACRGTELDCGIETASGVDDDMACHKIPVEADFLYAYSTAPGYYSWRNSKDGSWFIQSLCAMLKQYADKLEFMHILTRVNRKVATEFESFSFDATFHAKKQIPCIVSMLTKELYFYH
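assay system = Procaspase-3 D3A mutant | signal = absorbance at 405 nm, 0 and 120 min | times = 1 h preincubation plus 2 h reaction at 25 °C | repeats = single replicate | read-out = % activation between DMSO and enzyme-spiked controls | medium = Zinc-free HEPES saline buffer with Triton X-100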
CTSL1 counter: counter-screen for PFM18AAP inhibitors: inhibitors of F. hepatica cathepsin L1 | recombinant F. hepatica cathepsin L1, Z-Leu-Arg-MCA fluorescence | inhibition, % at 5.96 µM | 0.49% of 300,000 active | AID 1906;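 active = inhibition above the mean of all tested compounds plus 3 SD, set per screening campaign, cut at about 17% in these data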;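 also: 0% = plate median of test compound wells and 100% = 1 µM Z-Phe-Ala-diazomethylketone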
PP5 primary: inhibitors of human protein phosphatase 5 (PP5); P53041; purified PP5c, OMFP substrate fluorescence; inhibition, % at 6.7 µM; 0.18% of 320,000 active; AID 1987;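 active = inhibition above the campaign's mean inhibition across all tested compounds plus 3 SD, cut at about 9.5% in these data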;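 also: 0% = DMSO only and 100% = 100 µM cantharidin control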
JMJD2C inh: human JMJD2C demethylase inhibition; 0.069% of 330,000 active; inhibition, % at 2.35 µM; AID 2099; GST-JMJD2C(1-420) H3K9me3 demethylation, DELFIA europium;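 active = more than half of a compound's replicate wells show inhibition beyond 50%, single wells judged on their own value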;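 also: signal counts dimethyl H3K9 product captured on neutravidin plate; 0% = median of DMSO wells and 100% = 0.3 times that DMSO median; strong numbers were not always called active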
Target sequence (Q9H3R0 1-420 limits assumed): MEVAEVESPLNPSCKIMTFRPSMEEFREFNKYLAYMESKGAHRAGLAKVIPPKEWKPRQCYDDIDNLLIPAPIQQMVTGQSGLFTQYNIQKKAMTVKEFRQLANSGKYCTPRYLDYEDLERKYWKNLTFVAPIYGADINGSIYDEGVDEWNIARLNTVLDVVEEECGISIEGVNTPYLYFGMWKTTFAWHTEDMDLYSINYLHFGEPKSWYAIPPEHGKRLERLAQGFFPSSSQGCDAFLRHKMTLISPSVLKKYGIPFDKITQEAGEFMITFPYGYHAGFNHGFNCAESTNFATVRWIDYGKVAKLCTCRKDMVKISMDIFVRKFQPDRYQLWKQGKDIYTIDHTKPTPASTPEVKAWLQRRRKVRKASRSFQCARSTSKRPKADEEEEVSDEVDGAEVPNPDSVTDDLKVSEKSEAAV
core dimer inh: HCV core protein dimerization inhibition | TR-FRET GST/Flag-core106 dimerization, 1536-well | inhibition, % at 5 µM | 0.33% of 300,000 active;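 active = inhibition above the mean of all tested compounds plus 3 SD, set per screening campaign, cut at about 45% in these data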
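test system = GST/Flag-tagged HCV core106 proteins | probe or stimulus = Eu donor and XL665 acceptor anti-tag antibodies | times = compound-protein-antibody incubation 4 h at 22.5 °C | signal = TR-FRET, excitation 340 nm, emission 617 and 671 nm | measure = percent inhibition of core106 dimerization signal | controls = wells lacking GST-core106 and wells with excess unlabelled core106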
PP1 inh: PP1-alpha (human) inhibition in PP5 counter-screen | P62136 | purified PP1alpha, OMFP fluorescence | inhibition, % at 6.7 µM | 0.9% of 320,000 active;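 active = inhibition above the mean inhibition of all tested compounds plus 3 SD, computed separately for each screening campaign, cut at about 15% in these data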
Numbers without * were called inactive; nt = not tested or not shown.

SMILES	TPT1 inh	proCasp7 act	Efflux pump inh	proCasp3 act	CTSL1 counter	PP5 primary	JMJD2C inh	core dimer inh	PP1 inh
Cc1ccc(C)c(NC(=O)C(=O)NCC2CCCN2S(=O)(=O)c2cccs2)c1 (configuration not stated)	-2	11	-0.1	9	-4	0.8	-2	3	-6
CC1(C)CC(NC(=O)c2ccncc2)CC(C)(C)N1O	-3	6	-0.1	-4	3	2.6	-9	6	1
CC1CCCC(C)N1S(=O)(=O)c1ccc(Cl)cc1 (configuration not stated)	-2	1	0.1	0	0	1.9	-27	3	-4
COc1cccc(/C=N/NC(=O)Cn2cnc3c2c(=O)n(C)c(=O)n3C)c1OC	-3	-4	0.0	15	0	-1.0	6	-1	-4
CN(C)CCCNCC(=O)NN(c1ccccc1)c1ccccc1	-3	-8	0.0	-5	-1	0.5	12	0	-4
CNC(=O)CSCCn1c(SCC(=O)NC)nc2ccccc2c1=O	-3	1	-0.1	3	0	-0.2	0	0	-1
COc1ccc(C(=O)NCCSc2ccccc2)cc1	2	-1	-0.5	-2	-3	0.2	-11	-15	-6
CC(NC(=O)c1cccs1)c1ccc(Br)cc1 (configuration not stated)	4	1	0.1	-2	3	-0.3	15	-1	-1
CC1(C)CC(=O)N(c2ccc(C#N)cc2)C(=O)C1	2	-13	0.0	0	0	3.9	-3	2	-1
CCSc1nc2ccccc2n1CC(=O)N1CCOCC1	0	9	-0.1	3	0	0.7	-7	4	0
Cn1c(CNC(=O)c2ccc(Cl)cc2)nnc1SCC(=O)N1CCOCC1	0	-2	-0.1	3	4	1.0	-5	-1	-6
CCCCSc1nnc(-c2ccc(C)cc2)n1C	-3	4	-0.1	4	-2	0.2	7	-1	-7
CC(C)Cn1c(CN2C(=O)c3ccccc3C2=O)nc2ccccc2c1=O	4	-4	0.2	2	-3	2.8	-10	7	-3
CCOc1ccc(N2CC(C(=O)Nc3cccc(S(=O)(=O)NC4=NCCC4)c3)CC2=O)cc1 (configuration not stated)	0	2	0.1	4	-2	-1.0	18	0	-2
CC(=O)Nc1ccc(S(=O)(=O)NCCC(=O)NCCc2ccc(F)cc2)cc1	-3	-15	0.0	7	5	-0.6	-36	-3	-2
Cc1cccc(-n2c(SCC(=O)NCc3ccco3)nnc2-c2ccco2)c1	3	-5	0.1	-10	-5	1.8	-3	6	-2
COc1ccc(-n2c(SCC(=O)Nc3cccc4ccccc34)nc(O)cc2=O)cc1	1	-1	0.1	-1	0	2.2	-4	5	-5
N/C(CN1CCCC1=O)=N\OC(=O)c1ccccc1Cl	1	2	-0.1	6	-2	1.6	17	1	-4
COc1ccccc1C1CCN(C(=O)c2ccccc2)CC1	-1	-7	-0.1	3	-6	1.9	3	-3	3
O=C1CCC(=O)N(c2ccccc2)N1	1	0	-0.9	1	0	-0.6	37	-6	-2
c1ccc(CCn2nnnc2C(c2cccs2)N2CCOCC2)cc1 (configuration not stated)	4	4	0.0	-3	-3	-0.4	5	-2	-4
COc1ccc(-n2c(=O)c3ccccc3n(CC(=O)NC3CCCC3)c2=O)c(OC)c1	4	11	-0.1	6	0	-0.5	-2	-1	-2
O=C1N(c2cccc3ccccc23)C(c2ccccc2)N2CCCN12 (configuration not stated)	-2	-12	-0.3	3	4	2.1	3	-10	2
Cc1nnc(N2C(=O)C(=O)/C(=C(/O)c3ccc4c(c3)CC(C)O4)C2c2ccccc2F)s1 (configuration not stated)	0	-6	-0.1	-2	0	0.4	45	-6	-2
Cc1ccc(NC(=O)C2CCCN(C(=O)NCc3ccccc3)C2)c(C)c1 (configuration not stated)	1	-3	-0.3	9	-1	1.8	10	-2	-1

Five neighbouring records already listed, quoted:
SMILES	TPT1 inh	proCasp7 act	Efflux pump inh	proCasp3 act	CTSL1 counter	PP5 primary	JMJD2C inh	core dimer inh	PP1 inh
c1ccc(CCn2nnnc2C(c2cccs2)N2CCOCC2)cc1 (configuration not stated)	4	4	0.0	-3	-3	-0.4	5	-2	-4
COc1ccc(-n2c(=O)c3ccccc3n(CC(=O)NC3CCCC3)c2=O)c(OC)c1	4	11	-0.1	6	0	-0.5	-2	-1	-2
O=C1N(c2cccc3ccccc23)C(c2ccccc2)N2CCCN12 (configuration not stated)	-2	-12	-0.3	3	4	2.1	3	-10	2
Cc1nnc(N2C(=O)C(=O)/C(=C(/O)c3ccc4c(c3)CC(C)O4)C2c2ccccc2F)s1 (configuration not stated)	0	-6	-0.1	-2	0	0.4	45	-6	-2
Cc1ccc(NC(=O)C2CCCN(C(=O)NCc3ccccc3)C2)c(C)c1 (configuration not stated)	1	-3	-0.3	9	-1	1.8	10	-2	-1

Continuation:
SMILES	TPT1 inh	proCasp7 act	Efflux pump inh	proCasp3 act	CTSL1 counter	PP5 primary	JMJD2C inh	core dimer inh	PP1 inh
O=C(c1cccc(C(F)(F)F)c1)C1CCCN(C(=O)CCc2cnccn2)C1 (configuration not stated)	-4	4	0.0	3	-1	-2.1	-11	-6	1
Cc1cc2cc(CNC(=S)Nc3ccc(OC(F)(F)F)cc3)ccc2[nH]1	-1	6	0.2	7	2	7.2	9	-10	-1
COc1ccc(N2CCN(c3ccc(N)cc3C#N)CC2)cc1	-3	-3	-0.2	3	0	0.4	-4	-1	-1
CC1CCC(C(C)C)C(OC(=O)C2=C3c4ccccc4S(=O)(=O)N3CC2)C1 (configuration not stated)	-4	4	-0.1	5	1	-1.6	-9	-3	3
CC1(C)OC(=O)C(=NNc2ccc(C(=O)O)cc2)C(=O)O1	4	-9	0.1	9	1	-0.2	-4	2	-1
CCc1noc(C)c1C(=O)N1CCCC(N2CCN(c3cccc(Cl)c3)CC2)C1 (configuration not stated)	2	4	-1.3	11	-2	1.7	-5	-1	-5
COc1cccc(CNC(=O)CCCn2c(=S)[nH]c3cc4c(cc3c2=O)OCO4)c1	1	12	0.0	3	7	0.9	-2	6	1
O=C(Nc1cccnc1Cl)c1ccc(S(=O)(=O)N2CCCCCC2)cc1	-1	-5	0.0	-6	-3	1.6	11	-1	-3
Cc1cccn2cc(-c3cccc(NC(=O)c4cccs4)c3)nc12	-2	12	-0.1	-3	0	2.3	-2	1	-1
CN(C)c1ccc(-c2cccc(C3CC=CC4C3C(=O)N(Cc3ccccc3)C4c3ccc4ccccc4c3)c2)cc1 (configuration not stated)	4	4	0.1	0	0	-0.2	7	15	5
CC1Cc2ccccc2N1C(=O)Cc1cccs1 (configuration not stated)	4	10	0.5	1	1	0.5	9	-1	-1
C=CCS/C(N)=N\N=C\c1c(O)ccc2ccccc12	-1	1	0.1	-1	22*	4.1	-5	-4	2
COC(=O)c1sc2nc(SCc3ccccc3C#N)n(N)c(=O)c2c1C	1	-1	0.3	-6	1	1.9	-1	3	-4
CC[C@@H](C)[C@H](NS(=O)(=O)c1ccc(C)cc1)C(=O)N1CCC(C(=O)NCC(=O)O)CC1	3	5	0.5	-2	-5	5.1	-1	-1	0
CCOc1ccc(CCNC(=O)c2ccc(F)c(S(=O)(=O)N3CCOCC3)c2)cc1OCC	-1	-5	0.0	0	1	-2.0	-8	1	-4
COc1ccc(C(=O)N/N=C/c2ccccc2C(=O)O)cc1OC	0	2	-0.1	-1	0	-1.5	-8	-2	-1
COc1ccccc1NC(=O)N1CCC(NC(=O)C2CCCCC2)CC1	-2	-3	-0.1	5	-2	1.7	-10	2	-2
Cc1n[nH]c(C)c1C(=O)CC1(O)C(=O)N(CCc2ccccc2)c2ccc(Cl)cc21 (configuration not stated)	-2	0	0.2	1	0	4.9	0	-8	3
COc1cc(OC)cc(C(=O)NCCC(=O)NCCc2ccc(OC)c(OC)c2)c1	1	-1	-0.1	-1	1	1.1	3	0	-6
O=C(c1cc(COc2ccc(F)cc2Cl)on1)N1CCCCCCC1	-3	-3	-0.1	3	6	0.8	0	8	3
CC1Cc2cc(/C(O)=C3/C(=O)C(=O)N(CCCn4ccnc4)C3c3cccnc3)ccc2O1 (configuration not stated)	4	-22	0.1	2	0	0.6	-8	-4	-2
CCOc1ccccc1COC(=O)c1cccc(-n2cnnn2)c1	-4	16	0.1	-4	3	0.9	-8	2	2
CCOC(=O)NC(=O)CSc1nc2ccccc2[nH]1	1	4	-0.1	1	1	-0.4	-11	-6	-1
CCOC(=O)C1=C(N)OC2=C(C(=O)CC(C)(C)C2)C1c1cccnc1 (configuration not stated)	1	-1	0.0	-4	-1	1.6	-4	-4	0
COc1ccccc1NCCC(=O)OCC(=O)Nc1cccc(S(=O)(=O)N(C)C)c1	nt	-8	0.3	3	nt	2.0	-3	nt	1

(continued)
SMILES	TPT1 inh	proCasp7 act	Efflux pump inh	proCasp3 act	CTSL1 counter	PP5 primary	JMJD2C inh	core dimer inh	PP1 inh
Cc1ccc(CSc2nnc(-c3ccco3)o2)cc1	0	8	0.1	-4	-6	0.6	-21	2	0
Cc1ccc(CNC(=O)CC2C(=O)Nc3c2c(=O)n(C)c(=O)n3Cc2ccccc2)cc1 (configuration not stated)	2	7	0.0	7	-1	1.0	-4	2	-1
N#CCC(=O)Nc1ccc(C(=O)OCC(=O)NC2CCCc3ccccc32)cc1 (configuration not stated)	nt	-4	0.4	6	nt	nt	2	nt	nt
CC(C)(C)NC(=O)Cn1c(=O)oc2ccc(Cl)cc21	0	4	0.6	5	-2	3.8	8	-5	-2
CC(Sc1nnnn1C)C(=O)Nc1ccccc1-c1ccccc1 (configuration not stated)	0	5	0.2	-1	0	1.5	-2	2	-7
c1ccc(-c2sc3ccccc3c2-c2ccc(OCCN3CCOCC3)cc2)cc1	nt	22	-0.2	7	nt	nt	-11	nt	nt
CCC(CO)Oc1cc(NC(=O)c2cccc3ccccc23)c2ncn(C(C)C)c2c1 (configuration not stated)	nt	-4	-0.2	-1	nt	nt	52*	nt	nt
CCCCN1C(=O)NC(c2cccc([N+](=O)[O-])c2)C(C(=O)OCC)=C1C (configuration not stated)	-7	3	-0.1	-10	-1	2.0	-8	0	-4
CCOc1cc(/C=C2\C(=O)ON=C2c2ccccc2)ccc1OC	1	5	-0.1	4	-4	0.5	-4	10	0
O=C(O)Cc1sc(-c2ccc(C(=O)O)cc2)nc1-c1ccccc1	-5	-10	0.2	-4	-2	1.2	-8	-7	-5
CCN1CCN(C2=C(NS(=O)(=O)c3ccccc3)C(=O)c3ccccc3C2=O)CC1	-4	-2	0.0	6	9	4.0	-19	-30	1
CCCn1cnc2cc(NCc3cccc(OC)c3O)ccc21	3	15	-0.1	-5	4	1.5	0	-4	6
Cc1ccc(C(=O)OCC(=O)Nc2sccc2C(N)=O)cc1NC(=O)c1ccco1	3	2	0.1	13	-2	2.4	-7	38	6
COCCNC(=O)c1ccc2c(=O)n(CCOC)c(=O)[nH]c2c1	-3	7	0.0	4	1	2.3	29	-3	-4
CCCn1c(SCC(=O)NC2CCCC2)nnc1-c1ccccn1	0	2	-0.1	9	-4	11*	-11	-2	-6

Source: PubChem BioAssay
